Source: PubChem (Broad Institute)
CFTR F508del cor = F508del CFTR correction, initial screen, CFBE line, single point; CFBE cells, YFP halide quenching; stimulated with forskolin plus potentiator P3; % fluorescence drop versus neutral controls; activity (quench increase), % at 7.58 µM; 0.36% of 350,000 active; AID 720511, 2013;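 active = mean added fluorescence quench of at least 8% versus neutral control, with both replicates also reaching 8%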;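 note: cells transiently co-express mutant CFTR-F508del with the halide-sensitive YFP; corrector assay measuring rescue of mutant channel to the surface after 24 h compound exposure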
GSIS activator = GLuc luminescence reporter in INS-1E cells, primary screen for activators of glucose-dependent secretion of insulin; INS-1E GLuc reporter insulin secretion, 2-3 h; activation, % at 16.6 µM; 0.61% of 370,000 active; AID 743287, 2014;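 active = lowest replicate activation of at least 40%, so every replicate reaches that level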;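 note: 0% = median of neutral control wells and 100% = median of IBMX positive control wells; some compounds called inactive have numbers as strong as hits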
Cneo AK release = Cryptococcus neoformans cell lysis inducers, primary screen, AK release luminescence, single concentration; C. neoformans lysis, adenylate kinase release luminescence, 4 h; normalised: neutral wells 0, clomiphene wells 100; lysis activity, % at 15 µM; 0.2% of 360,000 active;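 active = mean lysis activity across replicates of at least 80%, whatever share of replicates individually reach that level; inactive = mean lysis activity below 80%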
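Signal: Adenylate kinase release luminescence | Assay system: Log-phase Cryptococcus neoformans yeast cells | Input: Cells at 5 × 10^6 per mL | Buffer or medium: Fresh YPD growth medium | Compound: Single dose | Schedule: Static 4 h at 37 °C with compound, 1 h detection | Controls: Clomiphene | Read-out: Luminescence rise reflecting yeast cell lysis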
FN deposit inh = inhibitors of fibronectin matrix deposition, primary screen, AH1F cells, Alexa488-fibronectin fluorescence, plate reader; AH1F fibroblasts, overnight; inhibition, % at 12.6 µM; 0.086% of 350,000 active;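 active = mean inhibition across replicates of 30% or more, regardless of how many single replicates reach that level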;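 note: positive control wells lacked labelled fibronectin entirely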
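Material: AH1F fibroblast monolayer depositing Alexa488-labelled fibronectin into matrix | Input: 10000 AH1F cells/well | Medium: DMEM plus 2% serum, read in PBS | Reagent: Alexa488-fibronectin, 24 nM final in well | Compound dosing: One dose per compound, pinned | Schedule: 1 h adhesion, overnight exposure | Measured by: Fluorescence at 485 nm excitation, 525 nm emission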
miR-122 sensor = miR-122 Renilla sensor signal increase in Huh7, primary screen, miR-122 inhibitor project, cell-based, single point, plate reader. activation (reporter increase), % at 12.5 µM. AID 602342, 2012. Huh7 miR-122 Renilla luciferase sensor, 48 h; neutral wells = 0, positive control = 100. 0.3% of 340,000 active;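 active = mean replicate activation score at least 90 and every replicate individually at or above 90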;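 note: higher luciferase means less miR-122 activity so hits act as miR-122 inhibitors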
C2C12 statin = suppressors of statin myotoxicity in C2C12 myotubes, primary screen, cell-based, single point, plate reader; rescue of ATP level, % at 7.49 µM; C2C12 myotubes + simvastatin, ATP luminescence, 48 h; scaled: DMSO 0, geranylgeraniol control 100; 0.78% of 330,000 active;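 active = mean ATP rescue above about 67%, or every replicate alone reaching that limit, limit read from the data, passing the limit was not always enough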;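 note: myotubes were challenged with 10 µM simvastatin during compound exposure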
PglD DTNB = C. jejuni PglD acetyltransferase inhibitors, primary screen, biochemical, DTNB colorimetric, single point; UDP-N-acetylbacillosamine N-acetyltransferase PglD (Campylobacter jejuni); purified PglD enzyme, DTNB colorimetric CoA detection; inhibition, % at 12.5 µM; 0.098% of 360,000 active; in the data active = inhibition above about 16%, passing the limit was not always enough; note: strong numbers were not always called active
PGC1a acetyl inh = inhibitors of PGC1a acetylation signal, primary screen, cell-based, U2OS, AlphaScreen, inhibitor mode; 0.17% of 350,000 active; AlphaScreen anti-acetyl-lysine; with virally co-expressed GCN5 acetyltransferase; AID 651687, 2012; inhibition, % at 15.6 µM;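 active = every replicate shows inhibition of at least 40%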;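 note: 0% = neutral control wells and 100% = positive control wells; some results beyond the cut were filed as inactive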
The depositor's hits bear a star; . = not tested or not shown; [ ] = another dose, or the depositor's remark.

Under each structure: PGC1a acetyl inh, PglD DTNB, miR-122 sensor, Cneo AK release, C2C12 statin, GSIS activator, CFTR F508del cor, FN deposit inh
O=C(COc1ccc2ccc(=O)oc2c1)N1CC[C@@]2(O)CCCC[C@H]2C1
    2, 0, -1, 3, -3, -3, 1.5, .
COc1ccc(C(=O)NC2CCCCC2)cc1S(=O)(=O)N1CCCC1
    -8, -3, 27, 5, ., ., ., -13
CC(=O)Nc1ccc(S(=O)(=O)N2CCc3cc4c(cc3C2C)OCCCO4)cc1 (stereo unspecified)
    3, -3, 6, 0, -1, -6, -1.3, 2
O=C(CCC(=O)c1ccc(Oc2ccccc2)cc1)Nc1ccc(Cl)cc1Cl
    3, 3, ., 0, 11, ., ., 6
CCCN(C)C[C@H]1Oc2ncc(-c3cccnc3)cc2C(=O)N([C@@H](C)CO)C[C@H]1C
    2, 0, 10[16.7 µM], -2, -6, 17, -3.3, -1
CCc1nc(NC(C)C)c2oc3ccccc3c2n1
    -3, -5, -7, -1, -20, ., ., .
Cc1ccc(CNC(=O)C2CC(=O)N(C3CCCCCC3)C2)cc1 (stereo unspecified)
    -14, ., -5, ., 5, -12, -0.9, 2
C[C@H]1CN([C@@H](C)CO)C(=O)c2ccccc2-c2ccccc2CO[C@H]1CN(C)C(=O)[C@H](Cc1ccccc1)N(C)C
    3, 1, ., 1, ., -2, -2.9, -6
CCOC(=O)CSc1nc(-c2ccncc2)ccc1C#N
    0, 0, -1, 0, 3, 14, ., .
Cn1c(NC(=O)c2ccccc2F)cc(=O)n(C)c1=O
    3, -1, -6, 0, ., 0, 1.2, -6
COCC(=O)N1CCCCN2[C@@H](CO)[C@H](c3ccc(-c4ccccc4)cc3)[C@@H]2C1
    1, 4, 16[16.7 µM], 49, ., -1, 2.5, .
COc1ccc(/C=N/NC(=O)C(=O)N2CCN(c3ccccc3OC)CC2)cc1
    21, 6, -1, -1, 0, 58, ., -7
CCOc1ccc(NC(=O)C(=O)N/N=C/c2cccnc2)cc1
    3, 2, -5, 1, 0, 3, -0.3, -1
CC1CCCCN1CCNC(=O)CN1C(=O)CSc2ccc(S(=O)(=O)N3CCCCC3)cc21 (stereo unspecified)
    -4, -3, -1, 6, 18, 1, -4.6, 9
COC(=O)c1cnn2c(C(F)(F)F)cc(-c3ccc(F)cc3)nc12
    1, -1, -10, 0, 7, ., ., -14
COc1ccc(-n2c(=O)c3ccccc3n(Cc3ccc(F)cc3)c2=O)cc1OC
    -4, 0, 5, -2, 3, ., ., -12
CC(=O)Nc1cc(OC(C)=O)c2nonc2c1OC(C)=O
    44*, -5, ., 0, 2, ., ., .
OC(c1ccc(-c2ccccc2)cc1)c1ncc(-c2ccccc2)[nH]1 (stereo unspecified)
    2, -1, 1, -2, 4, -12, -1.9, 12
O=C(Nc1ccc(N2CCOCC2)cc1)Nc1ccc(Cl)c(Cl)c1
    8, ., -1, ., -66, -25, ., 1
CCOC(=O)CNc1nc(Cl)nc(N2CCCCC2)n1
    1, -1, ., -1, 1, 7, -1.6, 1

Further records
Under each structure: PGC1a acetyl inh, PglD DTNB, miR-122 sensor, Cneo AK release, C2C12 statin, GSIS activator, CFTR F508del cor, FN deposit inh
Cc1ccc(CNS(=O)(=O)c2ccc(Br)s2)cc1
    14, 1, 7, 1, 16, 2, 0.2, 3
CCCN1[C@@H]2c3ccc(C4=CCCC4)c(=O)n3C[C@@H]2[C@@H](CO)[C@@H]1C(=O)NC1Cc2ccccc2C1
    ., 3, 3[16.7 µM], 5, 8, -6, 2.0, .
COCCOc1ccc(C(F)(F)F)cc1NC(=O)COC(=O)C12CC3CC(CC(O)(C3)C1)C2
    ., -3, ., 4, -12, -1, 4.0, 13
COc1ccc(NC(=O)CN2C(=O)CC(C)(C)S(=O)(=O)c3ccccc32)cc1
    7, 5, -4, -1, 2, -7, -0.8, -3
COC(=O)C(CC(C)C)N(Cc1cc(OC)cc(OC)c1)S(=O)(=O)c1ccccc1Br (stereo unspecified)
    ., -3, ., 2, -16, -5, -2.8, -10
Cn1c(Cn2c(=O)sc3ccccc32)nnc1SCC(=O)N1CCCCCC1
    0, 1, -5, -1, -6, 18, 0.0, -8
FC(F)(F)c1cc(-c2ccc(Cl)cc2)nc(NCc2cccnc2)n1
    -32, 3, 2, 0, 0, -19, 4.9, .
Cc1oc(-c2ccccc2F)nc1CN1CCC(C(=O)NCc2cccs2)CC1
    ., -2, -5, 2, 3, ., ., .
O=C(NCc1ccc2c(c1)OCO2)c1ccc2c(c1)C(=O)N(CC1CCCO1)C2=O (stereo unspecified)
    -3, 1, 2, 3, 16, 18, ., .
CNC(=O)C[C@H]1CC[C@H]2[C@H](COc3ccc(NC(=O)Nc4cccc(C)c4)cc3C(=O)N2C)O1
    -4, 0, 6[16.7 µM], -2, 11, -6, -2.0, 3
O=C(NCCN1CCOCC1)c1cccc(S(=O)(=O)Nc2ccc(Br)cc2)c1
    -7, -2, 17, 1, -5, -18, 4.1, 7
O=C1CCC([N+](=O)[O-])C(c2cccc3ccccc23)N1 (stereo unspecified)
    1, -2, 0, 0, 6, -3, -0.9, 3
CC(OC(=O)c1cc(=O)[nH]c2ccccc12)C(=O)Nc1ccc(Cl)cn1 (stereo unspecified)
    -3, 9, -6, 1, 0, -14, 1.7, -2
COc1ccc(CCC(=O)Nc2nnc(C(C)(C)C)s2)cc1
    -1, -3, 11, 3, 0, 2, 0.6, 4
Cc1ccc(S(=O)(=O)N(C)C[C@H]2Oc3c(NC(=O)c4ccc(-c5nccs5)cc4)cccc3C(=O)N([C@H](C)CO)C[C@@H]2C)cc1
    -4, 3, -5[16.7 µM], 0, -3, -6, 0.4, .
Cc1ccc(OCC(=O)N(Cc2ccccc2)c2ccccn2)cc1
    -11, ., 10, ., ., ., -2.0, -2
O=C(C[C@@H]1CC[C@H]2[C@@H](COC[C@H](O)CN2C(=O)Nc2cccc(Cl)c2)O1)NCc1ccccc1F
    -2, 0, 14[16.7 µM], -5, -9, -16, -2.0, -8
COc1ccccc1C(=O)Nc1ccnn1C1CCN(Cc2cc(C)c(C)cc2C)CC1
    ., -1, ., 34, ., -2, -3.1, -3
Cc1nn(CCCC(=O)N2CCc3ccccc3C2)c(=O)c2cc3sccc3n12
    ., -5, ., -1, 5, 18, -3.3, -1
O=C(Nc1ccccc1)c1ccc2c(c1)OCCCO2
    0, 1, -9, -40, -20, -8, 0.7, 2

The listing continues.
Under each structure: PGC1a acetyl inh, PglD DTNB, miR-122 sensor, Cneo AK release, C2C12 statin, GSIS activator, CFTR F508del cor, FN deposit inh
O=C(CC(=O)Nc1cc(Cl)ccc1Cl)Nc1cc(Cl)ccc1Cl
    -2, 6, 0, -1, -2, ., 0.3, 0
Cc1nc(N2CCOCC2)sc1C(=O)NN
    1, ., ., ., ., 3, -0.6, -17
CC=Cc1ccc2n(c1=O)C[C@@H]1[C@@H](CO)[C@H](C(=O)NC3CCCC3)N(Cc3ccccc3)[C@H]21 (mixture of isomers)
    ., -1, -1[16.7 µM], 0, 15, 8, -0.7, .
CC(=O)N1CCN(c2ccc(NC(=O)c3ccc(C(C)(C)C)cc3)cc2)CC1
    12, -7, 5, -2, -46, 1, ., .
Cc1cccc(N(CC(=O)NC2CCCC2)C(=O)CS(=O)CC(=O)Nc2ccc3c(c2)OCO3)c1C (stereo unspecified)
    0, -3, -2, 6, -1, ., ., -1
COc1ccc(-c2cc(C)no2)cc1S(=O)(=O)N1CCOc2ccc(Cl)cc21
    -13, ., 29, ., 7, 34, 2.9, 3
O=C(N/N=C/c1ccccn1)c1ccc2nc[nH]c2c1
    -5, 5, 2, 13, ., ., 0.1, 3
CCN1CCN(CCCNC(=O)c2ccccc2NC(=O)C2=C(C)OCCS2)CC1
    6, -4, 8, 6, 9, 7, 2.1, 2
Cc1ccc(C)c(NC(=S)NCCN(C2CCCCC2)C2CCCC2)c1
    -12, -6, 2, -2, ., -19, 2.4, -1
Nc1c(C(=O)c2ccc(Br)cc2)oc2ccccc12
    1, -1, -3, -3, ., 3, ., 4
CN(C)CC(=O)Nc1ccc2c(c1)[C@@H]1C[C@H](CC(=O)NCc3ccccn3)O[C@@H](CO)[C@@H]1O2
    0, 0, 3[16.7 µM], -4, -2, 20, -0.8, .
O=C(COC(=O)c1ccc(Cl)nc1)Nc1ccc2c(c1)OCO2
    7, -2, 0, -2, 11, ., -3.0, -2
Cc1ccc(S(=O)(=O)Nc2ccc3c(c2)C(=O)N([C@@H](C)CO)C[C@H](C)[C@@H](CN(C)C(=O)Nc2cccc4ccccc24)O3)cc1
    15, -2, -2[16.7 µM], -11, -4, -6, -1.2, .
C[C@H]1C=C(C(=O)NCc2ccccc2)O[C@@H](OCc2ccc(CO)cc2)C1
    ., 3, ., 2, 14, -5, 1.4, 0
O=C(C[C@@H]1CC[C@@H]2[C@H](COC[C@@H](O)CN2Cc2ccc(Oc3ccccc3)cc2)O1)N1CCN(c2ccccc2)CC1
    -18, -2, -7[16.7 µM], -1, 41, -2, 2.4, 11
CC[N+](C)(C)Cc1ccccc1Br
    -8, -1, -3, 1, -3, 23, -1.2, 1
COC(=O)c1ccc(/C=N/OCC(=O)NC2CCCC(C)C2C)cc1 (stereo unspecified)
    6, ., 30, 1, ., ., ., 0
C[C@H](CO)N1C[C@H](C)[C@H](CN(C)Cc2ccccc2)OCCCC[C@H](C)Oc2ccc(NC(=O)CCC(F)(F)F)cc2C1=O
    1, 0, 2[16.7 µM], -3, -15, 17, -0.3, 6
COc1ccc(C2C(C#N)=C(SCC(=O)Nc3ccc(C)cc3)NC3=C2C(=O)CC(C)(C)C3)cc1 (stereo unspecified)
    5, -1, 17, -1, 10, ., ., 6
CCN(C(=O)CSc1nnc(-c2ccccc2Cl)n1N)c1c(N)n(Cc2ccccc2)c(=O)[nH]c1=O
    5, -5, 1, 4, -3, 25, 3.9, -6
C[C@@H]1CN([C@H](C)CO)C(=O)Cc2cc(NS(=O)(=O)c3ccccc3)ccc2O[C@H]1CN(C)CC1CC1
    -7, 0, 10[16.7 µM], -2, -16, 11, -0.9, .

No enrichment for hits; any-hit rate near 2.1%.
